IDE cell activ: human IDE activators in live cells, primary screen, fluorescence polarization, HEK cells, FAbeta-B substrate; Insulin-degrading enzyme (Homo sapiens), P14735; hit rate 0.073% among 340,000; FAbeta-B cleavage; 0% vehicle, 100% cell-free pure enzyme wells; AID 493087, 2011; activation, % at 5.96 µM;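 active means activation above the mean of all tested compounds plus 3 SD, set per screening campaign, cut at about 17% in these data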
HCV NS3 hel inh: inhibitors of HCV NS3 helicase, primary screen, biochemical, Cy5 molecular beacon fluorescence. Hepatitis C virus NS3 helicase. NS3 helicase DNA unwinding. inhibition, % at 10.9 µM. hit rate 0.56% among 290,000;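 active means inhibition above the mean of all tested compounds plus 3 SD, set per campaign, cut at about 35% in these data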;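 further: 0% = DMSO wells and 100% = thioflavine S control wells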
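Test system: hepatitis C virus NS3 helicase domain fragment enzyme. Also added: annealed dual-labelled DNA beacon duplex, ATP-started. Timing: 60 min unwinding reaction at 25 °C after ATP addition. Technique: Cy5 fluorescence. Measure: % inhibition of unwinding.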
IMP-1 inh: IMP-1 metallo-beta-lactamase inhibitors, primary screen, biochemical, epi-absorbance readout, Pseudomonas aeruginosa enzyme; purified IMP-1, nitrocefin hydrolysis, epi-absorbance fluorescence; inhibition, % at 5.6 µM; hit rate 0.45% among 290,000; metallo-beta-lactamase IMP-1 (Pseudomonas aeruginosa);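 active means inhibition above the mean plus 3 SD of all compounds in the same screening run, cut at about 4.5% in these data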;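 further: 0% = IMP-1 with DMSO and 100% = DMSO wells lacking enzyme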
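System: Purified recombinant IMP-1 metallo-beta-lactamase enzyme | Measured by: Fluorescence quenching readout, ex 480/em 530 nm | Replication: Singlicate | Incubation: 15 min preincubation plus 25 min reaction at 25 °C | Evaluation: Percent inhibition from optical density relative to buffer-blank wells | Benchmarks: DMSO with and without IMP-1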
p-CIP stab down: p/CIP-EGFP fusion destabilizers, primary screen, fluorescence, F442A cells; Q05BA5; 16 h; decrease of EGFP signal, % at 10 µM; hit rate 0.01% among 290,000;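 active means EGFP signal decrease of at least 30% at 10 µM or well 3 SD below plate mean, unless failing retest; inactive means the rest, including hits failing retest or dose response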; further: some compounds called inactive have numbers as strong as hits; many of its hits are not listed in these tables
VIM-2 inhibitor: VIM-2 metallo-beta-lactamase inhibitors, primary screen, biochemical, epi-absorbance readout, Pseudomonas aeruginosa enzyme; purified VIM-2, nitrocefin hydrolysis, epi-absorbance fluorescence; inhibition, % at 5.6 µM; AID 1527, 2009; hit rate 0.89% among 290,000;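 active means inhibition above the mean of all tested compounds plus 3 SD, cutoff set per screening run, cut at about 7.5% in these data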;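 further: red hydrolysis product quenches plate fluorescence so inhibitors raise well fluorescence; 0% = enzyme with DMSO and 100% = DMSO without enzyme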
DNA FID counter: compounds displacing fluorescent DNA intercalator, primary screen, artefact control for HCV NS3 helicase inhibitor project, biochemical, FID fluorescence; AID 1845, 2009; DNA fluorescent intercalator displacement; inhibition, % at 7.9 µM; hit rate 0.17% among 290,000; in the data active means inhibition above about 37%;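 further: 0% = vehicle and 100% = reference compound; higher means more ethidium bromide displaced from hairpin DNA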
MEKK3 PB1 HTS: modulators of MEKK3-MEK5 PB1 binding, primary screen, biochemical, wildtype MEKK3, multiplex bead flow cytometry, Alexa488-MEK5; bead-based flow cytometry, Alexa488-MEK5 binding to MEKK3; actives lie on both sides; 0 = blocked by unlabeled MEK5, 100 = vehicle; binding response (% of control), % at 10 µM; hit rate 1.4% among 290,000; AID 1529, 2009;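 active means binding response more than 3 SD above or below the average of its plate-row segment, actives on both sides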;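 further: Alexa488 bead fluorescence after subtracting the streptavidin-only scavenger bead signal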
Target sequence (Q99759 whole entry, looked up): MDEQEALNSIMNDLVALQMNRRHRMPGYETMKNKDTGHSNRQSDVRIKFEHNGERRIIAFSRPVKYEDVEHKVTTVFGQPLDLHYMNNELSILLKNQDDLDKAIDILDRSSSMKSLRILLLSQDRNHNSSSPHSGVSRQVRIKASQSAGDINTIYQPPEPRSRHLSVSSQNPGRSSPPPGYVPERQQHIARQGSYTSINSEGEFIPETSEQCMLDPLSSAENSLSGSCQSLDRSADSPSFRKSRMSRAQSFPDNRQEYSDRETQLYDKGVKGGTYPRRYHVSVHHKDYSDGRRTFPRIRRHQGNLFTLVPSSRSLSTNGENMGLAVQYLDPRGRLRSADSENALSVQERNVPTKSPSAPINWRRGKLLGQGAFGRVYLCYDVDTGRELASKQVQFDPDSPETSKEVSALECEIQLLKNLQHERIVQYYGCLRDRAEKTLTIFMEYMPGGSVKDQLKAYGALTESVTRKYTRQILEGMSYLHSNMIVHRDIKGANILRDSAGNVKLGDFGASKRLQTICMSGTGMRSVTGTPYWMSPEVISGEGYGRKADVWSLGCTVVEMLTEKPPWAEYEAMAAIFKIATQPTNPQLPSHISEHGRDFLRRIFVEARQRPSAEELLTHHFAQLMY
PHOSPHO1 block: PubChem AID 1565. recombinant PHOSPHO1, absorbance phosphatase assay. inhibition, % at 13.3 µM. hit rate 1.1% among 290,000; in the data active means inhibition above about 60%
Target sequence (Q8TCT1 whole entry, looked up): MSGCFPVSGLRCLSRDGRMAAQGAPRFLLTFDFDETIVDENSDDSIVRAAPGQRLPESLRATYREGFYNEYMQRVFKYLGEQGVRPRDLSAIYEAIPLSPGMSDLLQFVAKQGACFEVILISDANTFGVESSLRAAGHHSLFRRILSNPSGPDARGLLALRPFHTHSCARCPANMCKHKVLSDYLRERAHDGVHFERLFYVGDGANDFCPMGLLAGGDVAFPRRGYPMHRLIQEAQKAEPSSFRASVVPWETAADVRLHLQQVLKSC
UBC9 SUMO inh: inhibitors of in vitro SUMOylation cascade, primary screen, biochemical, HTRF, uHTS. HTRF SUMOylation assay, SAE1/SAE2 + UBC9. hit rate 0.36% among 290,000. inhibition, % at 35 µM; in the data active means inhibition above about 50%, passing the limit was not always enough; further: strong numbers were not always called active
Target sequence (P63279 whole entry, looked up): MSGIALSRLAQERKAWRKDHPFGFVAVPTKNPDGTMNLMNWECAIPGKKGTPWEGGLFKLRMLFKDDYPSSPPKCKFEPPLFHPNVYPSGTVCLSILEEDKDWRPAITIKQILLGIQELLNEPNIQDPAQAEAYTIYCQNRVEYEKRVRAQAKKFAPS
Numbers without * were called inactive; . = no result given; & = joins results of further samples.

structure,IDE cell activ,HCV NS3 hel inh,IMP-1 inh,p-CIP stab down,VIM-2 inhibitor,DNA FID counter,MEKK3 PB1 HTS,PHOSPHO1 block,UBC9 SUMO inh
COc1ccc2oc(=O)c(C(=O)N3CCc4ccccc43)cc2c1,5,-10,-2.7,-10,0.0,1,100,6,22
O=C(NCCc1ccccc1)C1CCN(S(=O)(=O)c2cccc3nsnc23)CC1,2,-5,-0.4,-8,-2.5,-1,.,-3,14
Cc1ccccc1OCC(O)Cn1c(NCCN(C)C)nc2c1c(=O)n(C)c(=O)n2C (stereo not given),2,-3,-3.2,-6,-1.3,11,.,13,8
CCOC(=O)c1c(CSc2ccc(C)cc2)oc2ccc(O)cc12,4,-4,-3.7,-3,-3.3,-12,92,-18,-8
CCOC(=O)C(Cc1ccccc1)C(=O)Nc1ccccc1C (stereo not given),1,-6,-2.2,-12,-0.5,-2,106,27,19
O=C(CC1CCCCC1)NCc1ccc(F)cc1,-5,-8,-2.1,-10,-1.7,-1,104,29,14
CCC(C)(C)N=C(NC#N)Nc1cccnc1,.,-3,0.9,-4,2.2,1,96&82,48,0
CCC(C)NC(=O)C1c2ccccc2C(=O)N1Cc1cc(OC)ccc1OC (stereo not given),2,-1,0.2,-3,-1.1,-6,102,-7,13
CCOc1cc(C)c(S(=O)(=O)Nc2ccc(F)cc2)cc1C,4,7,-0.8,-6,-2.4,-6,100,-18,-6
Cc1cc(C)cc(NC(=S)N2CCC(N(C)CC3CCCO3)CC2)c1 (stereo not given),7,6,-2.0,-9,-1.8,4,97,-32,8
Cc1ccc(CN(C)C(=O)CC2C(=O)NCCN2CC2CCCCC2)cc1 (stereo not given),2,-31,1.7,2,0.8,-18,94,54,-7
Cc1nc2ncnn2c(C)c1CCC(=O)Oc1ccccc1,10,-3,-2.8,-14,-3.6,-1,100,3,2
CSc1ccc(C2Nc3ccccc3-c3cc(C)nn32)cc1 (stereo not given),0,-1,-1.5,-13,-1.1,-2,104,-6,8
C=CCn1c(NCc2cc(C)ccc2O)nc2ccccc21,2,-9,-1.4,-4,-0.8,3,114,5,12
O=C(O)CC(C(=O)Nc1ccc(Cl)cc1)N1CCCCCC1 (stereo not given),5,0,-3.4,4,-3.3,-5,105,29,5
O=C(CSCC(=O)NC1CCCC1)Nc1ccccc1,4,-5,-2.1,-21,-1.5,2,128*,-4,-4
COc1cccc(NC(=O)N2CCCCCC2)c1,3,11,-1.6,0,0.4,-4,102,16,12
O=c1oc2ccccc2c(N2CCCC2)c1CN1CCCC1,5,12,-2.7,0,0.9,-14,92,3,23
O=C(NCc1ccco1)c1cc2n(n1)C(C(F)(F)F)CC(c1ccc(Br)cc1)N2 (stereo not given),3,3,-1.9,8,-2.5,-21,99,3,13
COc1cc(/C=C/c2nc(-c3ccccc3O)n[nH]2)cc(OC)c1OC,-1,-6,-3.1,0,-2.2,0,100,-6,-5
COC(C(=O)Nc1ccnn1C1CCN(C(=O)c2ccc(C)cc2)CC1)c1ccccc1 (stereo not given),2,6,-1.7,-4,-2.4,-30,100,50,-5
CN(Cc1cnn(C)c1)C(=O)c1ccc(OC2CCN(CCc3ccccc3)CC2)cc1,-4,-1,-3.2,-4,-1.6,8,100,40,6
Cc1ccc(-c2nc(N=Nc3ccc(O)cc3)n[nH]2)cc1,-5,-13,-3.4,-19,-4.8,0,106,-21,-6
COc1ccccc1-n1c(C)c(C(=O)O)c2cc(OC)c3ccccc3c21,2,-25,-0.6,-8,-0.3,-28,103,35,-6

In a second layout: entries from further up.
The line under a structure holds: IDE cell activ, HCV NS3 hel inh, IMP-1 inh, p-CIP stab down, VIM-2 inhibitor, DNA FID counter, MEKK3 PB1 HTS, PHOSPHO1 block, UBC9 SUMO inh
> COc1cccc(NC(=O)N2CCCCCC2)c1
 : 3, 11, -1.6, 0, 0.4, -4, 102, 16, 12
> O=c1oc2ccccc2c(N2CCCC2)c1CN1CCCC1
 : 5, 12, -2.7, 0, 0.9, -14, 92, 3, 23
> O=C(NCc1ccco1)c1cc2n(n1)C(C(F)(F)F)CC(c1ccc(Br)cc1)N2 (stereo not given)
 : 3, 3, -1.9, 8, -2.5, -21, 99, 3, 13
> COc1cc(/C=C/c2nc(-c3ccccc3O)n[nH]2)cc(OC)c1OC
 : -1, -6, -3.1, 0, -2.2, 0, 100, -6, -5
> COC(C(=O)Nc1ccnn1C1CCN(C(=O)c2ccc(C)cc2)CC1)c1ccccc1 (stereo not given)
 : 2, 6, -1.7, -4, -2.4, -30, 100, 50, -5

More structures follow:
structure,IDE cell activ,HCV NS3 hel inh,IMP-1 inh,p-CIP stab down,VIM-2 inhibitor,DNA FID counter,MEKK3 PB1 HTS,PHOSPHO1 block,UBC9 SUMO inh
CCc1ccc(CN(C(=O)COc2c(C)cccc2C)C2CCS(=O)(=O)C2)cc1 (stereo not given),2,-15,-1.7,-2,-1.6,-38,96,30,13
COc1cc(C(=O)NCCC(=O)NCc2ccc3c(c2)OCO3)cc(OC)c1OC,7,-3,-0.9,1,-1.9,-4,108,52,12
CCn1c(C(C)NS(=O)(=O)c2ccc(Cl)cc2)n[nH]c1=S (stereo not given),3,1,-3.6,-8,-0.2,-7,103,-24,-2
Cc1ccc(-n2nc3c(c2NC(=O)CC(C)C)CS(=O)(=O)C3)c(C)c1,3,-8,-5.3,0,-0.6,-9,95,16,8
Cc1nn(C(C)C(=O)NCC2CCCO2)c(C)c1[N+](=O)[O-] (stereo not given),-3,-2,-3.2,-5,-3.9,4,82,37,9
CC(=O)Nc1ccc(CN2CCN(CC=C(C)C)C(CCO)C2)cc1 (stereo not given),4,-1,-2.5,10,-3.0,9,101,11,7
CSc1ccc(CN(C)Cc2nc3cc(C(F)(F)F)ccc3c(=O)[nH]2)cc1,1,-14,-0.1,-3,-1.7,-2,101,-6,0
O=C1NC(=S)N(c2cccc(Cl)c2)C12CCCCC2,-6,6,-5.2,7,-0.7,-13,101,-3,-10
COc1ccc(C(=O)N2CCN(Cc3ccccc3[N+](=O)[O-])CC2)cc1,0,23,-2.0,-11,-2.5,-19,111,-3,9
CN(C(=O)c1cccc(NC(=O)c2cccs2)c1)c1ccccc1,5,15,-0.6,-14,-0.7,-30,92,30,-3
CCNC(=O)/C(C#N)=C/c1c(N2CC(C)OC(C)C2)nc2ccccn2c1=O (stereo not given),2,4,-1.0,2,-2.0,-5,100,2,20
CNC(=O)CSc1nnc(-c2ccco2)n1-c1cccc(C)c1,4,7,-3.0,-8,-3.0,-6,106,35,19
CCc1ccc(C(=O)COC(=O)CNC(=O)CNC(=O)Cc2ccccc2)cc1,0,15,-2.4,10,-1.1,-17,98,43,-8
COc1ccc(C(=O)NCC(=O)OCC(=O)c2ccc3c(c2)NC(=O)CO3)cc1OC,.,10,-2.7,19,-0.3,5,100,-2,3
O=C(NCc1cccnc1)c1sc2ccccc2c1Cl,2,-2,-3.1,8,-1.1,-5,102,40,5
C=CCSc1nc(C)c(CC(=C)C)c(=O)[nH]1,2,14,-1.4,-5,-0.3,-3,103,15,0
Cc1ccc(NC(=S)NC(C)CCc2ccccc2)cc1C (stereo not given),4,0,-0.6,1,-3.8,-14,85,12,-18
Clc1cccc(-c2cc3nc4c(c(N5CCOCC5)n3n2)CCCC4)c1,1,8,-2.7,-1,-0.1,-5,97,-25,11
COc1ccccc1OCc1ccc(C(=O)c2ccccc2)cc1,4,-18,-2.5,-14,-1.6,-21,103,19,-2
COc1cc(OC)cc(C(=O)Nc2cccc(N3CCCC3)c2)c1,-7,-30,-3.9,1,-1.6,-5,83,-16,-5
Cc1c(Cl)cnc(NC(=O)CSc2nnc3ccccn23)c1Cl,1,2,-4.0,1,-4.1,-4,98,-18,8
CCCn1c(C)cc(C)c(C#N)c1=O,7,4,-1.9,6,-1.2,-2,102,11,-12
CCc1c(C)sc2nc(SCC(=O)Nc3cc(C)on3)n(CCOC)c(=O)c12,0,14,-3.8,7,-6.0,-5,92,10,1
CCOC(=O)C1=NN(C(=O)COc2ccccc2)C(O)(c2ccc(Cl)cc2)C1 (stereo not given),-2,7,-3.6,-14,-3.2,-24,103,-5,5
C/C(CC(=O)Nc1cccnc1)=N\NC(=O)C(=O)Nc1cccc(C)c1,1,3,-2.7,-8,-6.8,-15,107,9,1
Cc1sc(NC(=O)C2CCCCC2C(=O)O)c(C(N)=O)c1-c1ccc(C(C)(C)C)cc1 (stereo not given),2,20,-0.4,-5,-0.7,-13,105,-32,31
O=[N+]([O-])c1cccc(Nc2c([N+](=O)[O-])ccc3nonc23)c1,2,6,-4.2,6,-3.0,8,100,22,0
O=S(=O)(c1ccc(Cl)cc1)N1CCC(N2CCCCCC2)CC1,9,-5,5.7*,0,-2.2,10,107,-70,16
CCOC(=O)Cn1cc(/C=N/NC(=O)c2ccc(C#N)cc2F)c2ccccc21,2,-5,-4.6,-2,-6.9,-9,103,-7,11
Cc1ccc(NC(=O)CCCn2c(=O)oc3ccccc32)c(O)c1,1,5,-4.8,4,-3.6,-9,101,38,4
NC(=O)c1ccc(S(=O)(=O)N2CCSCC2)cc1,7,-3,0.6,3,0.5,-2,102,19,-6
Cn1c(SCc2ccc(F)cc2)nnc1-c1ccccn1,-4,-4,-0.6,2,-1.0,-6,95,-3,-9
Cc1nc(C)c(-c2ccc(SCC(=O)Nc3ccccc3)nn2)s1,-2,2,-2.9,-7,-0.9,-17,106,56,7

Full records as entered above. Order of screens: IDE cell activ | HCV NS3 hel inh | IMP-1 inh | p-CIP stab down | VIM-2 inhibitor | DNA FID counter | MEKK3 PB1 HTS | PHOSPHO1 block | UBC9 SUMO inh
Cc1ccc(NC(=O)CCCn2c(=O)oc3ccccc32)c(O)c1 is listed as 1 | 5 | -4.8 | 4 | -3.6 | -9 | 101 | 38 | 4
O=[N+]([O-])c1cccc(Nc2c([N+](=O)[O-])ccc3nonc23)c1 is listed as 2 | 6 | -4.2 | 6 | -3.0 | 8 | 100 | 22 | 0
NC(=O)c1ccc(S(=O)(=O)N2CCSCC2)cc1 is listed as 7 | -3 | 0.6 | 3 | 0.5 | -2 | 102 | 19 | -6
Cc1nc(C)c(-c2ccc(SCC(=O)Nc3ccccc3)nn2)s1 is listed as -2 | 2 | -2.9 | -7 | -0.9 | -17 | 106 | 56 | 7

The list is partial; count on the stated rates, not on these rows.
